MRP reversal: reversal of MRP1-mediated doxorubicin resistance, primary screen, H69AR cells, doxorubicin co-treatment; H69AR cells + 2 uM doxorubicin, CellTiter-Glo, 72 h; differential viability (reversal), % at 10 µM; hit rate 0.04% among 85,000; AID 602, 2007;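 active = viability drop by adding the cancer drug above about 55%, with treated viability meeting a 40% cutoff, limit read from the data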;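 also: viability without doxorubicin minus viability with 2 µM doxorubicin for each compound; larger differential means the compound sensitizes cells more to doxorubicin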
Bcl-B TR3 displacers: displacers of TR3 peptide from Bcl-B, primary screen, selectivity assay for Bfl-1 inhibitor project, biochemical, fluorescence polarization; AID 748, 2007; Bcl-2-like protein 10 (Homo sapiens); FP displacement of FITC-TR3 peptide from Bcl-B; higher % means a stronger effect; one-dose displacement, % at 20 µM; IC50 in µM for titrated hits; hit rate 0.11% among 96,000;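 active = displacement above 50% at 20 µM plus a fluorescence interference ratio under 1.5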;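 also: plate controls were wells without compound for no effect and wells lacking Bcl-B protein for full effect; a part of the inactive calls stands beside numbers as strong as those of hits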
PLAP inhibitors HTS: PLAP enzyme inhibitors, biochemical, luminescence, HTS (AID 690); Alkaline phosphatase, placental type (Homo sapiens); purified PLAP, luminescent substrate; higher % means a stronger effect; inhibition, % at 20 µM, or IC50 in µM where a hit was titrated; hit rate 0.08% among 96,000; in the data active = a potency from the dose series; inactive = the rest, 99 in 100 with inhibition below about 30%; also: strong numbers were not always called active
NFkB transloc pot: enhancers of NFkB p65 translocation in HUVEC – imaging, IL-1B stimulus, high-content imaging, primary screen. HUVEC IL-1B NFkB p65 nuclear translocation imaging. activation, % at 2 µM. hit rate 0.3% among 94,000. AID 819, 2007;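 active = activation above 40%, about the mean plus 3 SD, also judged a hit on visual image review; inconclusive = activation above 40% but not a hit on visual review; inactive = activation not above 40% and no visual hit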;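 also: percent activation is computed from the nuclear over cytoplasmic p65 intensity ratio; values of inactives mirror those of a sister screen read the other way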
IL1B NFkB inh: inhibitors of IL-1B driven NFkB p65 nuclear import, primary screen, imaging, HUVEC, IL-1B stimulus, high-content imaging | hit rate 0.43% among 94,000 | HUVEC IL-1B NFkB p65 nuclear translocation imaging | inhibition, % at 2 µM;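 active = inhibition above about 30% together with a positive call from visual inspection of the well image, limit read from the data; inconclusive = inhibition above a set limit but visual check negative; inactive = inhibition not above a set limit, visual check negative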;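 also: nuclear over cytoplasmic p65 intensity ratio measured by imaging; 0% = IL-1B stimulated DMSO wells and 100% = unstimulated DMSO wells; values of inactives mirror those of a sister screen read the other way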
MRP reversal cytotoxicity: also measured in MRP reversal; calls as there; viability, %; H69AR cells, CellTiter-Glo, 72 h; measured here: cytotoxicity without doxorubicin
MRP reversal with doxorubicin: further read-out of MRP reversal, marked with its call; viability, %; measured here: viability with 2 uM doxorubicin; hits give low values
IL1B NFkB inh cell count 2 µM: also measured in IL1B NFkB inh; calls as there; cell count; measured here: cells passing quality filter;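 raw number of nuclei counted in each imaged well without normalization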
NFkB transloc pot cell count 2 µM: further read-out of NFkB transloc pot, marked with its call; cell count; measured here: cells passing quality filter
Active calls of the source: *; ? = inconclusive; . = no result given.

No.	compound	MRP reversal	MRP reversal cytotoxicity	MRP reversal with doxorubicin	Bcl-B TR3 displacers	PLAP inhibitors HTS	NFkB transloc pot	NFkB transloc pot cell count 2 µM	IL1B NFkB inh	IL1B NFkB inh cell count 2 µM
1	Cc1ccc(CNC(=O)CN2CCN(Cc3ccc(C)cc3)C2=O)cc1	1	92	91	-15%	-17%	10	79	-10	79
2	CCOC(=O)N1CCN(C(=O)C2CCN(S(C)(=O)=O)CC2)CC1	0	100	101	-10%	2%	10	129	-10	129
3	O=C(CCSc1ccccc1)Nc1nccs1	29	110	81	6%	15%	7	140	-7	140
4	O=C(Cc1cccs1)N1CCC(c2nc3c(nnn3Cc3ccccc3)c(=O)[nH]2)CC1	.	.	.	2%	-34%	-5	110	5	110
5	O=C(Nc1nc2ccccc2n1CCN1CCCC1)c1ccc(Cl)cc1	-10	50	60	-16%	-32%	.	.	.	.
6	COc1ccc2[nH]c(=O)c(CN(CCc3ccccc3)Cc3nnnn3CC3CCCO3)cc2c1 (stereo not given)	-28	27	55	5%	-65%	12	205	-12	205
7	COc1ccc(C(=O)c2sc(Nc3cccc(OC)c3)c(C(=O)Nc3cccc(C)c3C)c2N)cc1	.	.	.	-32%	-59%	-4	163	4	163
8	O=C(COC(=O)c1ccccc1OCc1ccccc1Cl)NC1CC1	17	99	82	-4%	19%	5	144	-5	144
9	Cc1ccccc1CS(=O)(=O)Cc1ccc(C(=O)N2CCOCC2)o1	.	.	.	-16%	4%	?	.	-42	117
10	CC(=O)N1CCc2cc(C(=O)CN3CCN(c4cccc(Cl)c4)CC3)ccc21	9	90	81	-14%	-40%	1	157	0	157
11	CCOC(=O)CSc1cc(CS(=O)(=O)c2ccccc2)nc(-c2ccccc2)n1	.	.	.	3%	12%	11	30	-11	30
12	Cc1ccc(/C=C2/SC(=S)N(CC(=O)Nc3ncc(Cc4ccc(C)cc4)s3)C2=O)cc1	-2	4	6	8%	-5%	5	159	-5	159
13	CCCCNC(=S)NNC(=O)c1cc(C)on1	.	.	.	6%	-95%	-3	148	3	148
14	CCOC(=O)N1CCN(Cc2nc(-c3cccc(C)c3)no2)CC1	7	88	82	-1%	-42%	-1	160	1	160
15	OCCN(CCO)CC(O)COCCC12CC3CC(CC(C3)C1)C2 (stereo not given)	15	92	76	-3%	-64%	-14	149	14	149
16	COC(=O)/C(C#N)=C1/SC=C(C)N1c1ccccc1	3	92	88	-4%	-12%	-2	75	2	75
17	CCOc1ccc(C(C)=O)cc1Cn1nc(C(=O)O)c2ccccc2c1=O	3	59	57	1%	-16%	-5	187	5	187
18	Cc1ccc(S(=O)(=O)N2CCCC2C(=O)O)s1 (stereo not given)	.	.	.	2%	12%	7	158	-7	158
19	CC(C)CCOc1ccc(C(=O)CCNC(C)C(=O)O)cc1 (stereo not given)	25	81	56	-13%	9%	.	.	.	.
20	Cc1ccc(-c2[nH]nc3c2C(c2ccc(OC(=O)N4CCOCC4)cc2)C(C#N)=C(N)O3)cc1 (stereo not given)	30	90	60	0%	-20%	-2	87	2	87
21	O=C(Nc1ccc2c(c1)CCC2)C1COc2ccccc2O1 (stereo not given)	9	114	106	9%	9%	2	130	-2	130
22	O=S(=O)(c1ccc2ccccc2c1)N(CC(O)CN1CCOCC1)c1ccccc1 (stereo not given)	-8	87	95	1%	-49%	9	150	-9	150
23	CCOc1cc(C2C(C(=O)OC)=C(C)N=C3SC(C)C(=O)N32)ccc1OC(C)=O (stereo not given)	9	103	93	9%	-19%	-6	108	6	108
24	O=C(C1CC(=O)N(c2ccccc2)C1)N1CCN(C2=NS(=O)(=O)c3ccccc32)CC1 (stereo not given)	-11	89	101	2%	4%	7	106	-7	106
25	COc1ccc2[nH]c(C)c(C(=O)CN3CCc4cc(OC)c(OC)cc4C3)c2c1	.	.	.	4%	-40%	7	91	-7	91
26	CCOC(=O)c1c(C)n(-c2ccc(OC)cc2)c2c(C/C(C)=N/O)c(Br)c(OC)c(O)c12	.	.	.	6%	19%	-7	150	7	150
27	Cc1ccc(Sc2nc(-c3ccccc3)nnc2C(F)(F)F)cc1	.	.	.	0%	29%	.	.	.	.
28	Cc1c(-n2c(CN3C(=O)c4ccccc4C3=O)nc3ccccc3c2=O)c(=O)n(-c2ccccc2)n1C	-9	82	91	.	.	36	116	-36	116
29	O=C1C2CC=CCC2C(=O)N1c1cccc(OS(=O)(=O)c2ccc3ccccc3c2)c1 (stereo not given)	.	.	.	-3%	13%	8	174	-8	174
30	COCCn1c(=S)[nH]c2cc(C(=O)N3CCc4ccccc43)ccc2c1=O	12	90	78	0%	-17%	-14	159	14	159
31	c1ccc(N2CCN(CCc3nnc4n3CCCCC4)CC2)cc1	-19	80	100	-5%	-23%	.	.	.	.
32	COC(=O)c1ccccc1NC(=O)CSc1nnnn1-c1ccc(C)cc1C	0	96	95	2%	10%	-1	142	1	142
33	CCOc1nc2ccccc2nc1NS(=O)(=O)c1ccccc1	-5	93	98	12%	-32%	-10	162	10	162
34	Cc1ccc2nc(N3CCN(Cc4nnnn4C4CCCC4)CC3)c(C#N)cc2c1	17	91	74	.	.	10	97	-10	97
35	Cc1nn(Cc2ccccc2Cl)c(C)c1NC(=O)c1noc2c1CCCCC2	2	93	91	-6%	-33%	4	113	-4	113
36	CCn1cc(C(=O)NC(=S)Nc2cccc(O)c2)cn1	.	.	.	3%	26%	5	147	-5	147
37	O=C1CCC(/C=C/c2ccccc2)=NN1Cc1ccccc1Cl	2	96	94	0%	-12%	-2	78	0	151
38	Cc1ccc(N(CC(=O)N2CCOCC2)S(C)(=O)=O)cc1C	-9	97	106	-3%	22%	-8	148	8	148
39	O=C(NCc1ccc(F)cc1)C(c1ccncc1)N(C(=O)c1csnn1)C1CC1 (stereo not given)	-11	80	91	2%	7%	13	170	-13	170
40	Cc1cccc(C(=O)NCCN(C)C)c1	6	99	92	-3%	27%	15	153	-15	153
41	CCOC(=O)c1oc2c(CN3CCCCC3C)c(O)ccc2c(=O)c1-c1ccc(OC)c(OC)c1 (stereo not given)	15	46	30	-4%	-54%	-9	189	9	189
42	COc1ccc(S(=O)(=O)n2nc(-c3ccc(Cl)cc3)cc2N)cc1OC	0	87	87	10%	6%	29	171	-29	171
43	CCCCSc1nnc2nc(C)cc(C)n12	8	93	85	24%	32%	-1	113	1	113
44	C=C(C)c1nc(N)nc(N)n1	-13	57	70	-3%	10%	19	121	-19	121
45	C=C(C)c1cccc(C(C)(C)NC(=O)N2CCC(C)CC2)c1	1	87	86	-11%	4%	6	170	-6	170
46	CCOC(=O)N1CCN(C(=O)c2ccc3c(c2)NC(=O)C(N2CCOCC2)S3)CC1 (stereo not given)	1	87	86	4%	-16%	-8	120	8	120
47	CCOc1ccc(C2CC(=O)NC3=C2C(=O)CCC3)cc1Cl (stereo not given)	20	108	87	-6%	-6%	-9	123	9	123
48	COCCCNC(=O)CCCn1c(=O)[nH]c2ccccc2c1=O	-5	93	98	-2%	-3%	15	105	-15	105
49	COC(=O)c1ccc2c(=O)n(CC3CCCO3)c(SCC(=O)Nc3ccccc3Cl)nc2c1 (stereo not given)	-1	8	9	-13%	-1%	3	166	-3	166
50	CCOc1ccc(S(=O)(=O)NCCSCc2ccco2)cc1	-19	97	116	-11%	17%	-14	153	14	153
51	COC(=O)C1=C(C)N(CCC2=CCCCC2)C(=O)C1	-21	49	70	-1%	-34%	16	140	-16	140
52	Cc1cc(C(=O)NCc2ccccc2)c(=O)[nH]c1C	9	93	84	-4%	-4%	-16	111	16	111
53	CCCc1cc2c(=O)c(-c3ccc4c(c3)OCCO4)c(C)oc2cc1OS(C)(=O)=O	.	.	.	-4%	-41%	-12	113	12	113
54	CC1CC(C)CN(C(=O)COC(=O)CNS(=O)(=O)/C=C/c2ccccc2)C1 (stereo not given)	19	100	82	-4%	-14%	-11	206	11	206
55	CCN(CC)S(=O)(=O)c1ccc(S(=O)(=O)N(Cc2ccccn2)Cc2ccco2)cc1	-33	50	82	3%	-14%	8	118	-8	118
56	Cc1cc(Br)ccc1NC(=O)CNC(=O)CN(C)Cc1nc2ccccc2c(=O)[nH]1	-19	56	75	9%	-247%	-3	117	3	117
57	CSc1ccccc1NC(=O)CN(Cc1ccc(Cl)cc1)S(C)(=O)=O	4	82	78	-6%	1%	-11	106	11	106
58	Cc1cc(C)cc(OCC(=O)NCc2nc(-c3ccccc3)no2)c1	-26	87	114	-2%	7%	2	168	-2	168
59	Clc1ccc(Oc2nnnn2-c2ccccc2)cc1	9	94	85	8%	-7%	7	158	-7	158
60	CC#CCCCC(=O)Nc1ccccc1C(=O)O	2	84	82	28%	-1%	-11	91	11	91
61	Cc1ccc(CSc2nc3ccncc3[nH]2)cc1	14	67	53	2%	-168%	-16	176	16	176
62	CCN(CC)C(=O)C1CCN(CC2CC=CCC2)CC1 (stereo not given)	-18	86	104	-2%	-32%	2	159	-2	159
63	CCOc1ccc(OCC)c(NC(=O)CN2CCN(c3cc(C)ccc3C)CC2)c1	-1	68	69	-3%	-15%	-6	108	6	108

13 compounds out of the list, sorted by number of heavy atoms, high to low.
No.	compound	MRP reversal	MRP reversal cytotoxicity	MRP reversal with doxorubicin	Bcl-B TR3 displacers	PLAP inhibitors HTS	NFkB transloc pot	NFkB transloc pot cell count 2 µM	IL1B NFkB inh	IL1B NFkB inh cell count 2 µM
41	CCOC(=O)c1oc2c(CN3CCCCC3C)c(O)ccc2c(=O)c1-c1ccc(OC)c(OC)c1 (stereo not given)	15	46	30	-4%	-54%	-9	189	9	189
49	COC(=O)c1ccc2c(=O)n(CC3CCCO3)c(SCC(=O)Nc3ccccc3Cl)nc2c1 (stereo not given)	-1	8	9	-13%	-1%	3	166	-3	166
53	CCCc1cc2c(=O)c(-c3ccc4c(c3)OCCO4)c(C)oc2cc1OS(C)(=O)=O	.	.	.	-4%	-41%	-12	113	12	113
39	O=C(NCc1ccc(F)cc1)C(c1ccncc1)N(C(=O)c1csnn1)C1CC1 (stereo not given)	-11	80	91	2%	7%	13	170	-13	170
54	CC1CC(C)CN(C(=O)COC(=O)CNS(=O)(=O)/C=C/c2ccccc2)C1 (stereo not given)	19	100	82	-4%	-14%	-11	206	11	206
58	Cc1cc(C)cc(OCC(=O)NCc2nc(-c3ccccc3)no2)c1	-26	87	114	-2%	7%	2	168	-2	168
31	c1ccc(N2CCN(CCc3nnc4n3CCCCC4)CC2)cc1	-19	80	100	-5%	-23%	.	.	.	.
48	COCCCNC(=O)CCCn1c(=O)[nH]c2ccccc2c1=O	-5	93	98	-2%	-3%	15	105	-15	105
47	CCOc1ccc(C2CC(=O)NC3=C2C(=O)CCC3)cc1Cl (stereo not given)	20	108	87	-6%	-6%	-9	123	9	123
36	CCn1cc(C(=O)NC(=S)Nc2cccc(O)c2)cn1	.	.	.	3%	26%	5	147	-5	147
59	Clc1ccc(Oc2nnnn2-c2ccccc2)cc1	9	94	85	8%	-7%	7	158	-7	158
60	CC#CCCCC(=O)Nc1ccccc1C(=O)O	2	84	82	28%	-1%	-11	91	11	91
40	Cc1cccc(C(=O)NCCN(C)C)c1	6	99	92	-3%	27%	15	153	-15	153

Assay outcomes from PubChem.

Only part of the results is shown. The share of hits here may be higher or lower than overall.
